Screening data as filed in PubChem BioAssay.
NOTCH ag – NOTCH pathway agonism. NOTCH signaling luciferase reporter cells, luminescence. activation, % at 2.5 µM. 0.4% of 15,000 active; in the data active means activation above about 2.2%
PME-1 Maybr inh – inhibitors of human PME-1 in Maybridge library. AID 2291. Q9Y570. recombinant PME-1, FP-Rh probe fluorescence polarization. 0.5% of 16,000 active. inhibition, % at 9 µM; in the data active means inhibition above about 30%
Target sequence (Q9Y570 whole entry, looked up): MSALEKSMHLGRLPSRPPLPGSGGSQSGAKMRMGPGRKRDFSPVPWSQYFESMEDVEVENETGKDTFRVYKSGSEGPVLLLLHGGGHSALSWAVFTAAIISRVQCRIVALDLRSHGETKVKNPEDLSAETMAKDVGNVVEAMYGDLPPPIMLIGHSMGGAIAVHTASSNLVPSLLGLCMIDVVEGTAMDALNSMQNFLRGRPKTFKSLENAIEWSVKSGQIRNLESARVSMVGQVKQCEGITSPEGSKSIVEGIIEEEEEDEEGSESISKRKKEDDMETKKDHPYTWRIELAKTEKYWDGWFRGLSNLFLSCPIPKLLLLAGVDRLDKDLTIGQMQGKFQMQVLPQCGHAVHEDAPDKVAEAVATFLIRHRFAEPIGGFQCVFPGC
TLR4 MyD88 blk – inhibitors of human TLR4-MyD88 binding | O00206 | Cell-based TLR4-MyD88 binding inhibition assay | inhibition, % at 10 µM | 0.06% of 16,000 active; in the data active means inhibition above about 45%
rat GALR2 ag – GALR2 (rat) receptor agonism. O08726. cell-based GALR2 agonist screen. activation, % at 10 µM. 0.5% of 16,000 active. AID 833; in the data active means activation above about 15%
Target sequence (O08726 whole entry, looked up): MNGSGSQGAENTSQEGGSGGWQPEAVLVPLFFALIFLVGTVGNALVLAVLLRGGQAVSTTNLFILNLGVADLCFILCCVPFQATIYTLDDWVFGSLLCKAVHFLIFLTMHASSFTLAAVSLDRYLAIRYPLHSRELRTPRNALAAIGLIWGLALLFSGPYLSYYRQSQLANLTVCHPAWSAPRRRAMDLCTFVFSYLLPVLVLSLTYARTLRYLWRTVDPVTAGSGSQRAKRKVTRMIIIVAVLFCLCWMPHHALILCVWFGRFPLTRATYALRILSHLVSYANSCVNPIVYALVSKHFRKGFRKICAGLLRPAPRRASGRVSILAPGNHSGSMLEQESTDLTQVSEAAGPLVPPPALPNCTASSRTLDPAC
Nox1 inhibitor – human Nox1 inhibition; 0.81% of 16,000 active; AID 1792; inhibition, % at 6.7 µM; HT29 cells, luminol chemiluminescence ROS; Q9Y5S8
luminol inh ctr – quenches luminol chemiluminescence in Nox1 counter-screen. HRP/luminol/H2O2 chemiluminescence counterscreen. inhibition, % at 6.7 µM. 0.4% of 16,000 active; further: reference of the scale not given here
S1P1 agonist – S1P1 (human) receptor agonism | 1.5% of 16,000 active | activation, % at 4.5 µM | P21453 | S1P1 agonist cell-based reporter assay | AID 1044; in the data active means activation above about 80%
OPRK1 antag MB – OPRK1 (human) antagonism, Maybridge screen | OPRK1 cells, antagonist mode, fluorescence readout | 0.4% of 16,000 active | AID 652031 | inhibition, % at 9 µM | P41145; in the data active means inhibition above about 50%
Numbers without * were called inactive; . = no result given. Unless noted, no stated cut-off is given here; in the data, active means inhibition above about 75%; inactive means the rest. Compounds were not picked by outcome; about 4.4% have a hit in one of these screens.

SMILES	PME-1 Maybr inh	TLR4 MyD88 blk	rat GALR2 ag	NOTCH ag	luminol inh ctr	S1P1 agonist	OPRK1 antag MB	Nox1 inhibitor
CCOC(=O)C(NC(C)=O)(N1CCCCC1)C(F)(F)F (stereo unspecified)	-1	1	0	-6.0	4	8	9	-73
O=C(NNC(=O)c1cncc(C#Cc2ccccc2)c1)c1ccccc1	2	-4	3	0.0	7	1	-6	-37
CCOC(=O)c1csc(C2COc3ccccc3O2)n1 (stereo unspecified)	-3	0	-4	-0.2	3	-3	8	-60
O=C(NNS(=O)(=O)c1ccccc1)c1csc2ccc(Cl)cc12	3	4	-3	-0.3	25	-11	-5	-9
O=C(c1c(F)cccc1F)N1CCCCC1Cn1cccc1 (stereo unspecified)	1	6	-8	-0.9	18	4	-18	-14
Cc1c(-c2nnnn2-c2ccc(F)cc2)cnc2cc3c(cc12)OCO3	-3	1	-7	-0.9	2	7	13	-66
CC12CCC(C/C1=N\O)C2(C)C (stereo unspecified)	1	-8	-6	0.5	-4	-11	-1	-7
CCOc1ccc(C(=O)CC(SCc2ccc(Cl)cc2)C(=O)O)cc1 (stereo unspecified)	3	.	-6	0.6	0	-1	8	-65
CCOC(=O)c1cc(NC(=O)CCC(=O)O)ccc1N1CCCCC1	-2	-3	-4	.	-2	-5	11	17
Cn1c(SCC(=O)Nc2ccccc2)nnc1C1COc2ccccc2O1 (stereo unspecified)	0	-4	-8	.	3	-13	-14	-23
CC(=O)Nc1scc(C)c1C(N)=O	1	1	-3	-0.1	11	0	-1	-26
Cc1c(C(=O)NCCCN2CCOCC2)cc(-c2ccccc2)n1-c1ccccc1	3	4	-2	-0.7	-1	-7	24	-11
O=S(=O)(c1ccc2c(c1)CCO2)N1CC=C(c2ccccc2)CC1	2	-21	-3	-0.5	4	21	-8	1
Cn1cnc(S(=O)(=O)Nc2ccccc2SCc2c(F)cccc2Cl)c1	8	-3	-6	-0.6	-2	-6	-5	-14
CCOc1ccc(N2C(=O)c3cccc4cc([N+](=O)[O-])cc(c34)C2=O)cc1	3	-7	-7	.	-1	-13	2	-17
CN(C)C(=O)/C=C/c1ccccc1	5	1	-4	0.2	-3	-8	20	-8
Cn1ncc2c(=O)[nH]cnc21	2	-23	-5	-0.5	-3	-7	0	-9
Clc1cccc2nnsc12	-2	19	-1	-0.9	4	76	-4	-61
Cc1onc2c(=O)n(-c3ccccc3)nc(-c3ccccc3)c12	2	0	-4	0.4	0	-24	-14	-56
O=C(/C=C(\C(=O)c1ccccc1)c1ccccc1)c1ccc2c(c1)OCCO2	-8	-7	-9	0.0	-6	46	1	-2

Of the compounds above, these contain a COOH group:
SMILES	PME-1 Maybr inh	TLR4 MyD88 blk	rat GALR2 ag	NOTCH ag	luminol inh ctr	S1P1 agonist	OPRK1 antag MB	Nox1 inhibitor
CCOc1ccc(C(=O)CC(SCc2ccc(Cl)cc2)C(=O)O)cc1 (stereo unspecified)	3	.	-6	0.6	0	-1	8	-65
CCOC(=O)c1cc(NC(=O)CCC(=O)O)ccc1N1CCCCC1	-2	-3	-4	.	-2	-5	11	17

Next section
SMILES	PME-1 Maybr inh	TLR4 MyD88 blk	rat GALR2 ag	NOTCH ag	luminol inh ctr	S1P1 agonist	OPRK1 antag MB	Nox1 inhibitor
O=C(CC(=O)c1ccccn1)c1ccccn1	-2	2	-5	-5.6	4	15	3	-90
Cc1oc(C(C)(C)C)cc1C(=O)/C(C#N)=C/Nc1ncccn1	6	11	-6	-0.3	-4	1	-2	-15
COc1cccc(C(=O)/C=c2\[nH]c(=O)/c(=C\c3ccccc3)s2)c1	-151	-9	-4	-0.2	21	-6	6	-20
Fc1cccc(NC(=S)NCc2ccc3c(c2)OCO3)c1	0	-3	-2	-0.3	1	-5	-6	-20
Cc1nn(-c2ccccc2)c(N)c1-c1ccccc1	1	-10	-7	.	19	-16	-18	-28
O=c1[nH]c(-c2ccccc2)nnc1/C=C(\O)c1cccs1	7	0	-2	-0.5	-7	6	18	34
OC(c1ccncc1)c1c[nH]c2ccccc12 (stereo unspecified)	-1	0	-11	-0.6	3	10	-3	-46
Cc1cc(C(=O)NNc2cc(C(F)(F)F)ccc2Cl)n(C(C)(C)C)n1	0	-9	-8	-0.6	2	-15	-3	72
CC(=O)/C(C#N)=C(\N=C\N(C)C)SCc1c(Cl)cccc1Cl	0	1	-3	-0.3	0	25	15	-46
CCCNC(=S)Nc1ccc(Cl)cc1	5	-7	-5	-0.9	-2	-4	-12	13
CCOC(=O)C1=C(C)NC(=O)NC1c1ccc(-c2cccc([N+](=O)[O-])c2)o1 (stereo unspecified)	-24	-3	-10	.	0	-15	-22	-28
O=C(c1ccc2ncccc2c1)N1CCOCC1	1	-5	-9	-0.3	-6	3	5	1
O=C(NNc1cc(C(F)(F)F)nc2ccccc12)Nc1ccccc1	3	8	-6	-0.4	13	10	8	52
CC1CS(=O)(=O)CCO1 (stereo unspecified)	0	14	-5	-0.3	2	4	6	-66
CSc1nc(N)nc(CSc2ccc(Cl)cc2)n1	4	8	-5	-6.4	-6	22	6	22
CC(C)c1ccc(NC(=O)CN2C(=O)c3ccccc3S2(=O)=O)cc1	18	0	-7	0.2	-1	6	14	-43
O=C(CCSc1cccs1)Nc1ccc(Cl)cc1	2	2	-7	-0.9	0	17	-14	-19
COc1ccc2[nH]c(C(=O)N3CCCN(C(=O)c4cccs4)CC3)cc2c1	6	-6	-6	-0.8	-1	13	-18	-15
COc1ccc(C(OCCS(=O)(=O)CCO)(c2ccccc2)c2ccc(OC)cc2)cc1	5	1	-4	-0.3	-3	-5	6	-38
CC(C)Oc1ccccc1Oc1ccc(N)cn1	2	-2	-5	-0.3	0	-4	12	1
CN(C)c1ccc(/C=C/c2cc[n+](Cc3ccc(F)cc3)cc2)cc1	4	51*	-4	-0.7	-1	28	2	-17
COc1ccc(C(=O)NCC(N)=O)cc1	2	-13	-9	-0.4	-4	-6	-1	2
CC(=O)Nc1ccc2c(c1)CCCC2=O	3	3	-5	-0.5	-1	-6	9	-38
O=[N+]([O-])c1cccnc1N/N=C/c1cccc(C(F)(F)F)c1	-1	4	-3	-0.4	8	-5	-2	-46
CCc1ccc(NCN2C(=O)C3=C(CCCC3)C2=O)cc1	-1	-2	-4	-0.4	-50	-5	12	-69
O=C(c1cc(C(F)(F)F)cc(C(F)(F)F)c1)c1ccccc1C(=O)N1CCOCC1	6	0	-7	0.1	-4	-4	-6	-61
CCOC(=O)c1cc(-c2csc(-c3ccc(C(F)(F)F)cc3)n2)on1	6	0	0	0.4	3	-23	9	-43
COc1cc(NS(=O)(=O)c2ccc(C#N)cc2Cl)cc(OC)c1OC	0	-3	-2	-0.5	2	7	-10	-38
Cc1ccc(S(=O)(=O)NNC(=O)c2ccccc2N)cc1	8	-4	-7	-0.5	38	-1	5	34
CC(C)(C)c1cc(C(=O)O)n(Cc2ccccc2)n1	4	11	-4	-0.2	-3	-4	16	-1
O=C(Nc1cc(C(F)(F)F)cc(C(F)(F)F)c1)c1cc2ccccc2oc1=O	0	1	-1	-0.1	-1	59	2	16
CC(C)(C)c1ccc(OS(=O)(=O)c2ccc(Oc3c(Cl)cccc3[N+](=O)[O-])cc2)cc1	0	3	-10	-0.8	-1	9	-11	-42
COc1cc(/C=C/C(=O)Nc2ccc(Cl)c(Cl)c2)cc(OC)c1OC	-137	-3	-1	0.1	5	-58	14	-19
O=C(CSc1ncccn1)Nc1ccc(F)c(Cl)c1	7	4	-5	0.7	-8	35	10	-1
COC(=O)C1=C(Nc2ccc(O)cc2)CSC1	6	1	-4	-0.1	-19	11	22	99*
CCOC(=O)/C(C#N)=C/N=C(N/N=C/c1c(F)cccc1Cl)SC	2	-8	-6	0.0	1	-22	-21	-31
c1ccc(C[C@H]2COC(C3=N[C@H](Cc4ccccc4)CO3)=N2)cc1	0	0	-10	-0.4	-1	-2	-16	-3
COCc1snnc1C(=O)OC	-3	-10	-5	-0.2	1	-11	-14	-3
N#CCCC(C#N)(CCC#N)C(N)=O	-2	-4	-9	1.0	-1	-3	0	-16
COC(=O)c1sccc1NC(=O)c1ccc2ncccc2c1	2	-12	-6	0.2	-5	-9	-5	7
N#CC(C#N)=NNc1ccc2c(c1)OCCO2	15	7	-12	0.0	4	94*	1	-97
CC(=O)c1c(O)c(C)c(-c2ccccc2)n(-c2ccccc2)c1=O	-3	11	-2	-0.2	2	-20	-6	10
CC(C)(CC(=O)O)CC(=O)Nc1ccc(OC(F)F)cc1	-3	-3	-4	0.6	3	-3	1	-8
C/S(=N/C(=O)Nc1ccc(Cl)cc1)c1sc(Cl)c2c1C(=O)CC(C)(C)C2 (stereo unspecified)	-4	-4	-3	-1.0	3	55	-12	-38
NS(=O)(=O)c1cc(Br)c(Cl)s1	4	1	-1	-0.1	-6	5	10	13
O=C(CN1CCc2ccccc21)Nc1nnc(-c2cccs2)s1	-7	14	-6	-0.3	-15	10	5	17
O=C(/C(=N/O)c1nc2ccccc2s1)c1ccco1	-45	13	-6	-0.2	-2	-3	37	-11
CN(/C=C/c1nnnn1-c1ccccc1)c1ccccc1	3	-7	-6	0.8	0	-1	-1	-19
CCOC(=O)CSc1nc(SCC(=O)OCC)c2c3c(sc2n1)CCC3	-3	1	-10	-0.2	1	-6	-38	-24
CCOC(=O)c1ccc(N2CCOCC2)c(N)c1	3	5	-4	-0.7	14	4	-2	10
CS(=O)(=NC(=O)c1ccc(OC(F)(F)F)cc1)c1ccccc1 (stereo unspecified)	5	-18	-11	0.1	-6	10	-19	14
Cc1ccccc1C(=O)Nc1ccc(S(=O)(=O)N2CCOCC2)cc1	4	0	-4	-0.5	-4	-15	2	-2
Cc1ccc(SC(=O)c2ccc(C#Cc3ccccc3)o2)cc1	-13	4	-9	-0.4	4	-12	-4	-33
Cc1ccc(/C=N/Nc2ncnc3sc(-c4ccccc4)cc23)o1	-2	-7	-2	0.0	-2	-63	-2	-42
N#Cc1c(-c2ccco2)cc(-c2ccco2)[nH]c1=O	-8	2	-2	0.3	2	-9	-6	14
N#Cc1ccccc1CN1C(=O)c2ccccc2C1=O	0	4	-5	-0.8	3	54	-5	-43
CC(C)(C)C(=O)NNC(N)=S	3	8	-9	-0.2	0	-1	0	18
FC(F)(F)Oc1ccc(C2=NCCc3sccc32)cc1	6	-4	-1	0.2	-7	-2	18	17

Entries of single compounds as entered above. Screens in order: PME-1 Maybr inh	TLR4 MyD88 blk	rat GALR2 ag	NOTCH ag	luminol inh ctr	S1P1 agonist	OPRK1 antag MB	Nox1 inhibitor
CN(/C=C/c1nnnn1-c1ccccc1)c1ccccc1 in the list: 3	-7	-6	0.8	0	-1	-1	-19
CC(=O)c1c(O)c(C)c(-c2ccccc2)n(-c2ccccc2)c1=O in the list: -3	11	-2	-0.2	2	-20	-6	10
COC(=O)c1sccc1NC(=O)c1ccc2ncccc2c1 in the list: 2	-12	-6	0.2	-5	-9	-5	7
